Assay outcomes: PubChem BioAssay, National Center for Advancing Translational Sciences (NCATS)
Tau fluor cs: counter-screen for tau fibril formation inhibitors. AID 1463. tau K18 P301L Alexa594 fluorescence, heparin fibrillization. hit rate 0.93% among 280,000. Potency, µM (series often up to 57.7 µM), for the others: at the highest dose activity change, negative = decrease; note: nearly all actives have a fitted effect of over 55% in size
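Human tau K18 P301L (15 uM unlabeled, 0.24 uM Alexa 594-labeled) in 100 mM sodium acetate pH 7 with 20 uM heparin, 6 hr at 37 C. ThT 30 uM added, 1 hr ambient; Alexa 594 FP and total fluorescence read at 555/632 nm.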
TR SRC2 fluor cs: alters Texas Red total fluorescence, flagging assay interference. hit rate 0.29% among 280,000. Potency, µM (top dose mostly 106 µM), for inactives: top-dose fluorescence change, negative = quenching. TRb/SRC2 Texas Red total fluorescence interference; active = well fitted curve in either direction with a large enough effect; inconclusive = small, poorly fitted or top-dose-only effect
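Human TRβ ligand-binding domain (0.6 uM) and Texas Red SRC2 peptide (20 nM) in Tris buffer with 1 uM T3 and 5% DMSO were incubated with pinned compound for 5 hr at ambient temperature. Total fluorescence was computed as S + 2P (555/632 nm).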
Tau FP inhib: tau fibrillization inhibition (FP); hit rate 0.39% among 280,000; Potency, µM (titrated, usually from 57.7 µM), inactives show at the top dose activity, negative = inhibition, actives largely listed as inhibitors; K18 P301L tau heparin fibrillization, Alexa594 FP, 6 h; note: nearly all actives have a fitted effect of over 55% in size
Target sequence (P10636 561-689 P618L limits assumed): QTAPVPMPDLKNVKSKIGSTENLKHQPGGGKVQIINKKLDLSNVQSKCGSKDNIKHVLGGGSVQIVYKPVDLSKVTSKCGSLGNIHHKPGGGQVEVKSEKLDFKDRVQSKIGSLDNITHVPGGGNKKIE
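Steps: dispense K18 P301L tau (15 uM plus 0.24 uM Alexa 594 tracer, final) in pH 7 sodium acetate; add compound; add heparin (20 uM final); incubate 6 hr, 37 C; add ThT (30 uM final); after 1 hr ambient, read FP.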
L3MBTL1 block: inhibitors of human L3MBTL1; Q9Y468; AlphaScreen L3MBTL1–H3K9me1 peptide binding; Potency, µM (top dose mostly 57.1 µM), inactives show at the top dose activity, negative = inhibition, actives largely listed as inhibitors; hit rate 0.66% among 230,000; note: nearly all actives have a fitted effect of over 60% in size
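L3MBTL1 (50 nM) pre-complexed 30 min with biotinylated H3(1-15)K9me1 peptide (75 nM), then compounds added for 30 min at room temperature; AlphaScreen streptavidin donor/nickel chelate acceptor beads (10 ug/mL final) read after 30 min dark incubation.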
Tau fibril ThT: inhibitors of human tau fibril formation, thioflavin T binding; recombinant tau K18 P301L (four-repeat tau fragment), heparin-induced fibrillization, ThT fluorescence; Potency, µM (highest dose often 57.4 µM), without a hit: at the top dose activity, negative = inhibition, most hits filed as inhibitors; hit rate 2.1% among 270,000; AID 1460; note: nearly all actives have a fitted effect of over 55% in size
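Recombinant human tau K18 fragment […] carrying P301L, 15 uM unlabeled plus 0.24 uM Alexa 594-labeled, was fibrillized with 20 uM heparin in 100 mM sodium acetate pH 7 for 6 hr at 37 C; 30 uM ThT fluorescence read after 1 hr.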
ALDH1A1 block: ALDH1A1 (human) enzyme inhibition; Potency, µM (highest dose often 75.3 µM), for inactives: top-dose activity, negative = inhibition, most hits filed as inhibitors; hit rate 7.3% among 220,000; P00352; Purified ALDH1A1, NADH fluorescence, propionaldehyde substrate; active = well fitted inhibition curve with a large enough effect, not every such curve was filed as active; inconclusive = small, poorly fitted or top-dose-only effect, or another doubt; inactive = no such curve, though single readings can be large or run the other way;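 note: plate controls were no enzyme wells and a reference inhibitor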
Target sequence (P00352 whole entry, looked up): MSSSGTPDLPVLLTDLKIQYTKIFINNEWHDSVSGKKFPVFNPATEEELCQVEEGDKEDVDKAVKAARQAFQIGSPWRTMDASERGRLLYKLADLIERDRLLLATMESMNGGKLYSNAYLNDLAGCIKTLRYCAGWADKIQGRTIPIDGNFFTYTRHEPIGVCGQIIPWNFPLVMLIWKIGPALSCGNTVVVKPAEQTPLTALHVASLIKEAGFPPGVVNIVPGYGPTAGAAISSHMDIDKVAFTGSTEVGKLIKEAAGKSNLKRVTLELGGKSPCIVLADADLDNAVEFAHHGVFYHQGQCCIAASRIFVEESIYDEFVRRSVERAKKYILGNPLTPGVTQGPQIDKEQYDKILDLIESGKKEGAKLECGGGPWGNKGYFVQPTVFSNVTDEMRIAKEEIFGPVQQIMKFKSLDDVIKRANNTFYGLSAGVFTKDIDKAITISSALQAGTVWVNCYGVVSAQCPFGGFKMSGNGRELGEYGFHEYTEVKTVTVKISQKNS
TRb-SRC2 inh: inhibitors of human thyroid hormone receptor beta-SRC2 interaction; P10828; TRbeta-SRC2 peptide binding, fluorescence polarization; receptor liganded with 1 µM T3; Potency, µM (series often up to 106 µM), for inactives: at the highest dose activity change, negative = inhibition, hits mostly inhibitors; hit rate 0.065% among 280,000;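 note: plate controls were bound peptide for no effect and peptide without receptor for full effect; nearly all actives have a fitted effect of over 50% in size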
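Assay buffer: 20 mM Tris-HCl, 100 mM NaCl, 10% glycerol, 1 mM EDTA, 0.01% NP-40, 1 mM DTT, 1 uM T3, 5% DMSO; TRb LBD 0.6 uM, Texas Red SRC2 20 nM; FP after 5 hr.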
GLA spleen mod: inhibits or activates alpha-galactosidase in human spleen homogenate; P06280; human spleen homogenate, 4MU-alpha-Gal fluorescence, 40 min; Potency, µM (titrated, usually from 80 µM), for inactives: at the top dose activity change, negative = inhibition, usual class: inhibitors; hit rate 0.008% among 240,000; AID 2107;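 note: 0% = enzyme with vehicle and -100% = no enzyme basal signal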
Target sequence (P06280 32-429 limits assumed): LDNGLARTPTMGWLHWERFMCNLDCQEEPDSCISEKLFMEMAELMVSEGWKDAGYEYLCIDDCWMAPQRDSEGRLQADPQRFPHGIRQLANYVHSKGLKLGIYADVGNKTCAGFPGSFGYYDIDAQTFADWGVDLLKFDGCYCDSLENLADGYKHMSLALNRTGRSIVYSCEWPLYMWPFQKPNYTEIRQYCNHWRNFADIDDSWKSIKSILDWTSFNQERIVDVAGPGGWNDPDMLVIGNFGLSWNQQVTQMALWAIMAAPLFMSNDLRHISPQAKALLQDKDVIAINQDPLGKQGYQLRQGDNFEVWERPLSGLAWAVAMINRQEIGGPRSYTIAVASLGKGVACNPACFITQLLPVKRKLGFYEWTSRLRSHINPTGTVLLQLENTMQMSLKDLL
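Spleen homogenate 1 ug + cpd (titration) + 4-MU-alpha-D-galactopyranoside 1 mM; 37C 40 min; 50 mM citrate/phosphate pH 5.0, 0.01% Tween-20; stop pH 10; fluorescence 365/440; AC50 via Hill.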
* hit, by the source's call; u = inconclusive; x = not tested or not shown. Unless noted, calls come from the whole dose curve; as a rule, active = well fitted curve in the direction sought with a large enough effect; inconclusive = small, poorly fitted or top-dose-only effect, or another doubt; inactive = no such curve, though single readings can be large; an effect the other way counts as inactive or inconclusive. Unless noted, % is set by controls: 0 for no effect and ±100 for the full control effect; potency is the fitted concentration of half-maximal effect.

Sample of the layout (14 entries):
#	SMILES	Tau fluor cs	TR SRC2 fluor cs	Tau FP inhib	L3MBTL1 block	Tau fibril ThT	ALDH1A1 block	TRb-SRC2 inh	GLA spleen mod
1	Clc1ccc(NC2=NCCCCC2)cc1	13%	0%	8%	-1%	11%	0%	6%	-2%
2	CN(C)c1ccc(C(CNS(=O)(=O)c2ccc(F)cc2)N2CCOCC2)cc1 (stereo unspecified)	u	0%	1%	x	u	x	-4%	x
3	NC(=O)c1ccc(NC(=O)COC(=O)c2ccccc2Nc2ccccc2)cc1	-1%	0%	-6%	-2%	-6%	-2%	0%	3%
4	CCOC12CC(C)(C)CC(C)(CC3=C1C(=O)CC(C)(C)C3)C2 (stereo unspecified)	14%	-3%	7%	-1%	9%	9%	6%	3%
5	Cc1oc2ccccc2c1-c1cn2c(n1)SCC2	-5%	2%	-4%	-3%	u	u	-3%	26%
6	Cc1cc(=O)[nH]c(SCC(=O)NCC2CCCCC2)c1C#N	-1%	1%	-2%	10%	-3%	-16%	-1%	8%
7	Cc1ccccc1NC(=O)CSc1[nH]c(=O)cc(C)c1C#N	5%	2%	4%	-11%	-10%	-1%	1%	0%
8	Cc1ccc(N(C(=O)Nc2ccccc2)C2=NCC(C)S2)cc1 (stereo unspecified)	-16%	-1%	-8%	3%	-17%	-6%	4%	-1%
9	CCOc1cc(/C=N/n2cnnc2)cc(Br)c1O	4%	-2%	3%	2%	-8%	3%	2%	-15%
10	CC(=O)N1CCc2cc(Br)cc(S(=O)(=O)N3CCN(c4cc(C)ccc4C)CC3)c21	-20%	-2%	u	x	-6%	x	-3%	x
11	COc1ccc2nc(-n3c(C)ccc3C)sc2c1	-12%	-2%	-12%	x	u	0%	0%	16%
12	CCC(=O)Nc1nn(C)c2nc3c(C)cccc3cc12	-6%	0%	11%	16%	u	0%	-1%	0%
13	Cc1cc(C(=O)COC(=O)CNC(=O)c2ccccc2)c(C)n1CC1CCCO1 (stereo unspecified)	-3%	-3%	-7%	u	-5%	-6%	9%	5%
14	C#CCOc1ccc(/C=C2\SC(=S)N(Cc3cccnc3)C2=O)cc1	-1%	3%	-5%	-19%	-10%	0%	4%	4%

The listing (from the top)
#	SMILES	Tau fluor cs	TR SRC2 fluor cs	Tau FP inhib	L3MBTL1 block	Tau fibril ThT	ALDH1A1 block	TRb-SRC2 inh	GLA spleen mod
1	Clc1ccc(NC2=NCCCCC2)cc1	13%	0%	8%	-1%	11%	0%	6%	-2%
2	CN(C)c1ccc(C(CNS(=O)(=O)c2ccc(F)cc2)N2CCOCC2)cc1 (stereo unspecified)	u	0%	1%	x	u	x	-4%	x
3	NC(=O)c1ccc(NC(=O)COC(=O)c2ccccc2Nc2ccccc2)cc1	-1%	0%	-6%	-2%	-6%	-2%	0%	3%
4	CCOC12CC(C)(C)CC(C)(CC3=C1C(=O)CC(C)(C)C3)C2 (stereo unspecified)	14%	-3%	7%	-1%	9%	9%	6%	3%
5	Cc1oc2ccccc2c1-c1cn2c(n1)SCC2	-5%	2%	-4%	-3%	u	u	-3%	26%
6	Cc1cc(=O)[nH]c(SCC(=O)NCC2CCCCC2)c1C#N	-1%	1%	-2%	10%	-3%	-16%	-1%	8%
7	Cc1ccccc1NC(=O)CSc1[nH]c(=O)cc(C)c1C#N	5%	2%	4%	-11%	-10%	-1%	1%	0%
8	Cc1ccc(N(C(=O)Nc2ccccc2)C2=NCC(C)S2)cc1 (stereo unspecified)	-16%	-1%	-8%	3%	-17%	-6%	4%	-1%
9	CCOc1cc(/C=N/n2cnnc2)cc(Br)c1O	4%	-2%	3%	2%	-8%	3%	2%	-15%
10	CC(=O)N1CCc2cc(Br)cc(S(=O)(=O)N3CCN(c4cc(C)ccc4C)CC3)c21	-20%	-2%	u	x	-6%	x	-3%	x
11	COc1ccc2nc(-n3c(C)ccc3C)sc2c1	-12%	-2%	-12%	x	u	0%	0%	16%
12	CCC(=O)Nc1nn(C)c2nc3c(C)cccc3cc12	-6%	0%	11%	16%	u	0%	-1%	0%
13	Cc1cc(C(=O)COC(=O)CNC(=O)c2ccccc2)c(C)n1CC1CCCO1 (stereo unspecified)	-3%	-3%	-7%	u	-5%	-6%	9%	5%
14	C#CCOc1ccc(/C=C2\SC(=S)N(Cc3cccnc3)C2=O)cc1	-1%	3%	-5%	-19%	-10%	0%	4%	4%
15	COc1ccc(-c2cc3nc(C)c(CCC(=O)N4CCN(c5cccc(Cl)c5)CC4)c(C)n3n2)c(OC)c1	-20%	-16%	6%	x	u	x	4%	x
16	Cc1sc2ncnc(SCc3ccc(C(=O)O)cc3)c2c1C	1%	-1%	-1%	13%	-6%	40µM*	3%	1%
17	C#CCOc1ccc(C2C3=C(COC3=O)Nc3cc4c(cc32)OCO4)cc1OC (stereo unspecified)	-23%	-2%	7%	-7%	u	u	-6%	4%
18	CCN(CC)CCn1c(=S)[nH]c2cc3c(cc2c1=O)OCO3	-3%	-3%	0%	0%	-6%	10%	2%	13%
19	CCOC(=O)CSc1ncc(OC)c(=O)[nH]1	-8%	-4%	-6%	13%	-14%	16%	-7%	-9%
20	CCOc1ccc(NC(=S)NC(=O)/C=C/c2ccc(OC)cc2)c([N+](=O)[O-])c1	-6%	-2%	5%	-6%	-10%	u	6%	1%
21	O=C(C1=C[C@@H](c2csc3ccccc23)C[C@@H](OCc2ccc(CO)cc2)O1)N1CCN(Cc2ccccc2)CC1	-4%	0%	-4%	-16%	-17%	u	-5%	3%
22	CCOC(=O)CCn1cc(F)c(=O)[nH]c1=O	16%	-4%	3%	0%	9%	-8%	-1%	-5%
23	CCOc1ccc(NC(=O)c2ccc(CSc3nnnn3C)cc2)cc1	10%	2%	10%	1%	-15%	0%	6%	3%
24	Cn1cc(S(=O)(=O)CC(=O)Nc2ccc(Br)cc2)c2ccccc21	-24%	-1%	-8%	x	-11%	1%	-12%	1%
25	COC(=O)C1CCN(C(c2ccccc2)c2sc3nc(-c4ccco4)nn3c2O)CC1 (stereo unspecified)	-8%	-1%	-13%	x	-8%	x	-5%	x
26	CC(=O)c1cccc(NC(=O)N2CCCc3ccccc32)c1	-5%	-2%	2%	-11%	-11%	-7%	-2%	-6%
27	CCOc1ccc(CNC(=O)CCn2cccn2)cc1OC	-1%	-9%	1%	x	0%	x	2%	x
28	CC(=C/c1ccccc1)/C=N/n1c(-c2ccco2)n[nH]c1=S	-24%	0%	6%	-27%	u	u	9%	-4%
29	Cn1c(SCc2ccc(C#N)cc2Cl)nc2ccccc21	-21%	-7%	-5%	5%	u	5%	2%	25%
30	COC(=O)CCNc1ccc2c(c1)OCCO2	-8%	0%	-6%	-4%	-10%	1%	-3%	7%
31	Cc1cccc(NC(=S)N(CCCN2CCOCC2)C(C)c2cc3ccccc3o2)c1C (stereo unspecified)	-9%	0%	7%	x	-11%	-1%	-11%	0%
32	CCOc1ccc(NC(=O)c2ccc(Br)o2)c([N+](=O)[O-])c1	-7%	-1%	7%	-5%	-9%	6%	-16%	9%
33	O=C(Nc1nc(-c2ccc(S(=O)(=O)N3CCCCCC3)cc2)cs1)c1ccccc1	-30%	3%	u	x	-4%	u	-18%	-1%
34	O/C(=C\c1ccc2ccccc2n1)c1ccc(O)cc1O	u	-3%	0%	-17%	1.8µM*	u	0%	-3%
35	CCOC(=O)c1c(NC(=O)CSc2nnc(Cc3ccccc3)o2)sc(C)c1C	-23%	-6%	-11%	0%	u	16µM*	1%	2%
36	COc1ccc(CCNC(=O)CSCc2ccc([N+](=O)[O-])cc2)cc1OC	-1%	-4%	-7%	3%	-8%	u	2%	-1%
37	CC1(C)CC(=O)C(C=NCCN2CCN(CC(=O)Nc3ccc(Cl)cc3)CC2)=C(O)C1	-5%	-3%	-1%	7%	-3%	u	-7%	-5%
38	c1c2c(cc3sc(N4CCOCC4)nc13)OCO2	-16%	-2%	0%	-1%	u	10µM*	-22%	-4%
39	CNC(=S)N1N=C(c2ccc(C)cc2)CC1c1ccc(Br)cc1 (stereo unspecified)	u	1%	-15%	x	-15%	-3%	1%	-7%
40	CCn1cc(C2CC(=O)NC2=O)c2ccccc21 (stereo unspecified)	0%	0%	0%	x	x	x	-2%	2%
41	Cc1ccc(N2C(=O)CC(SCC(=O)Nc3ccc(S(N)(=O)=O)cc3)C2=O)cc1 (stereo unspecified)	-10%	0%	-5%	x	u	14µM*	-6%	-7%
42	COC(=O)/C=C1\SC(N2CCOCC2)=C(c2ccc(OC)cc2)C1=O	-20%	0%	u	-8%	28µM*	7.9µM*	-7%	0%
43	COCCOCCn1c(/C=C/c2ccccc2)nc2ccccc21	-1%	-1%	-1%	13%	-1%	u	-6%	10%
44	COc1ccc(N2C(=O)CC(n3cnc4ccccc43)C2=O)cc1 (stereo unspecified)	-15%	-3%	-3%	x	-11%	5%	2%	-6%
45	CCc1ccc(CNC(=O)CCCN2C(=O)CCn3nc(-c4cccn4C)cc32)cc1	-8%	-7%	4%	x	-3%	x	0%	x
46	Cc1nc(NC2=NCN(CCc3ccccc3)CN2)nc2ccccc12	1%	1%	2%	x	-4%	-1%	-22%	15%
47	COc1ccc(Nc2nc3ccc(C)cn3c(=O)c2/C=N/O)cc1	-26%	-5%	3%	-6%	u	2%	7%	2%

Compounds were not picked by outcome; any-hit rate near 8.5%.
